High-throughput results (PubChem BioAssay)
NR2F2 inh – NR2F2 transcriptional activity inhibitors, primary screen, cell-based, luciferase reporter, HEK293T, luminescence | COUP transcription factor 2 (Homo sapiens), P24468 | HEK293T NGFI-A luciferase reporter | inhibition, % at 8.6 µM | 370,000 compounds, 0.7% hits | AID 686940, 2013;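 active means inhibition above a per-plate cutoff, mean inhibition of test wells between control levels plus 3 SD, cut at about 38% in these data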;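 further: cells cotransfected with COUP-TFII expression vector driving the NGFI-A reporter; 0% = median of COUP-TF2 test wells and 100% = reporter-only cells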
Target sequence (P24468 whole entry, looked up): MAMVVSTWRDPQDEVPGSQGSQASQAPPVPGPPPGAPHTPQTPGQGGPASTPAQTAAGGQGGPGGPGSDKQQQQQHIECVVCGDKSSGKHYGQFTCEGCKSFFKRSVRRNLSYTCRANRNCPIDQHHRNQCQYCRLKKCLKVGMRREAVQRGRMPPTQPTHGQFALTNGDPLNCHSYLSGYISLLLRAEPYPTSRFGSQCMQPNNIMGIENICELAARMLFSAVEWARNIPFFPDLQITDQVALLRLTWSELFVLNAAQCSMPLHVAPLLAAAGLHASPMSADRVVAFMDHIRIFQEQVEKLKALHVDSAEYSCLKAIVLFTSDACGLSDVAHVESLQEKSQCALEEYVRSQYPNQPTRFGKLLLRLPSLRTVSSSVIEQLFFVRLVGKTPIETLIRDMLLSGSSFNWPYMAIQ
SRC2 inh – inhibition of GAL4-SRC2 driven luciferase reporter, primary screen, SRC2 inhibitor project, cell-based, luminescence | Nuclear receptor coactivator 2 (Homo sapiens), Q15596 | HEK293 GAL4-SRC2 luciferase reporter | inhibition, % at 9 µM | 370,000 compounds, 0.17% hits | AID 651957, 2012;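 active means inhibition above the mean inhibition of all tested compounds plus 3 SD, set per campaign, cut at about 52% in these data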;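 further: 0% = DMSO treated cells and 100% = cells given Gossypol at 36 µM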
NCOA3 inh – SRC3 coactivator transcriptional activity inhibitors, primary screen, cell-based, luminescence. AID 588352, 2011. HEK293 GAL4-SRC3 luciferase reporter. inhibition, % at 3.6 µM. Nuclear receptor coactivator 3 (Homo sapiens), Q9Y6Q9. 360,000 compounds, 0.17% hits;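 active means inhibition above a per-campaign cutoff, the mean of all compounds plus 3 SD, cut at about 60% in these data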;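 further: 0% = DMSO-treated cells and 100% = gossypol-treated cells at 36 µM; higher means less SRC3-driven luciferase light from the GAL4 reporter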
TWEAK Fn14 block – inhibitors of TWEAK-Fn14 signaling, primary screen, luciferase reporter cells, uHTS. TWEAK-stimulated Fn14 reporter cells, luciferase luminescence, 8 h. inhibition, % at 10 µM. 360,000 compounds, 2% hits. AID 1159606, 2016; in the data active means inhibition above about 50%
TLR9-MyD88 block – inhibitors of TLR9-MyD88 association in cells, primary screen, cell-based, CHO, BLA complementation, fluorescence | Toll-like receptor 9 (Homo sapiens) + Myeloid differentiation primary response protein … | CCF4 FRET ratio | inhibition, % at 4.98 µM | 340,000 compounds, 0.21% hits | AID 504734, 2011;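 active means inhibition above the mean over all tested compounds plus 3 SD, cut at about 21% in these data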;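 further: 0% = DMSO only wells and 100% = clavulanate BLA inhibitor control wells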
Exocytosis inh – LAMP-1 surface exposure blockers, TALL-104 cells – cell-based, flow cytometry, MLPCN library, primary screen; inhibition, % at 10 µM; TALL-104 LAMP-1 surface exposure; cells stimulated with thapsigargin and PMA; 360,000 compounds, 0.66% hits;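 active means inhibition above about 55%, limit read from the data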
ABHD5-PLIN5 inh – ABHD5-PLIN5 interaction inhibitors, primary screen, cell lysate, split luciferase complementation, luminescence; Perilipin-5 (Homo sapiens) + 1-acylglycerol-3-phosphate O-acyltransferase ABHD5 (Homo …; Split G. princeps luciferase complementation, 4 h; inhibition, % at 4 µM; 360,000 compounds, 0.78% hits;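 active means inhibition above the mean inhibition across every tested compound plus 3 SD, cut at about 22% in these data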;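 further: 0% = DMSO only wells and the 100% control is not disclosed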
TROY NFkB inh – inhibitors of TROY-driven NF-kB signaling, primary screen, Q293 LMP1-TROYcd cells, NF-kB luciferase, uHTS; Q293 LMP1-TROYcd NF-kB luciferase reporter, 4 h; inhibition, % at 10 µM; 360,000 compounds, 0.98% hits;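 active means compounds whose plate-normalised and pattern-corrected inhibition of the luciferase reporter signal at the single screening dose is 50% or more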
NR5A2 inv ag – LRH-1 (NR5A2) inverse agonists, primary screen, cell-based, luminescence, HEK293T, StAR-luciferase reporter. Nuclear receptor subfamily 5 group A member 2 (Homo sapiens), O00482. LRH-1 transfected, 24 h. inhibition, % at 3.6 µM. 360,000 compounds, 0.13% hits;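 active means inhibition above the mean inhibition of all tested compounds plus 3 SD, cut at about 73% in these data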;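 further: 0% = DMSO wells and 100% = reporter-only cells lacking LRH-1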
Target sequence (O00482 whole entry, looked up): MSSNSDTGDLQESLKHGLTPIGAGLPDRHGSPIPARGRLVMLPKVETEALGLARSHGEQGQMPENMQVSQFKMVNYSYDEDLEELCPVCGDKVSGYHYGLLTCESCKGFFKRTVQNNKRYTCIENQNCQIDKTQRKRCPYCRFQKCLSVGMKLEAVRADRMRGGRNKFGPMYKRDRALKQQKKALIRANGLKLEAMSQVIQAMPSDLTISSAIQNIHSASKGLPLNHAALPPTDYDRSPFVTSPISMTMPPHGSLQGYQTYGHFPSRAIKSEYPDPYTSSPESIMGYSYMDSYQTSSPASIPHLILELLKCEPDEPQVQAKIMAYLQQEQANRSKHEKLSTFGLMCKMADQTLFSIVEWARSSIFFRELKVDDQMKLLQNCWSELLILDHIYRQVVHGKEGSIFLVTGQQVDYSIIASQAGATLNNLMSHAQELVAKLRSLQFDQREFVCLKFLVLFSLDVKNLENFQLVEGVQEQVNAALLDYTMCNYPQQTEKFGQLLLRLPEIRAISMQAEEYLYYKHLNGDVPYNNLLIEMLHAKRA
NOD2 RIPK2 PPI – NOD2-RIPK2 binding disruptors in cells, primary screen, fluorescence, CHO cells, BLA complementation. CCF4 ratio. inhibition, % at 4.98 µM. 360,000 compounds, 0.38% hits. AID 624267, 2012; in the data active means inhibition above about 21%;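 further: 0% = vehicle only and 100% = reference blocker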
NCOA1 inh – SRC1 coactivator transcriptional activity inhibitors, primary screen, cell-based, luminescence | HEK293 GAL4-SRC1 luciferase reporter | inhibition, % at 3.6 µM | Nuclear receptor coactivator 1 (Homo sapiens), Q15788 | 360,000 compounds, 0.12% hits | AID 588354, 2011;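 active means inhibition above the campaign mean plus 3 SD, with each screening campaign given its own cutoff, cut at about 60% in these data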;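 further: 0% = DMSO treated cells and 100% = gossypol at 36 µM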
* marks the source's active call; other numbers are inactive results; / = not tested or not shown.

SMILES	NR2F2 inh	SRC2 inh	NCOA3 inh	TWEAK Fn14 block	TLR9-MyD88 block	Exocytosis inh	ABHD5-PLIN5 inh	TROY NFkB inh	NR5A2 inv ag	NOD2 RIPK2 PPI	NCOA1 inh
Cn1ccnc1C(=O)c1ccc(Cl)c(S(=O)(=O)N2CCOCC2)c1	-5	-10	-12	24	7	9	-4	5	-4	4	-23
Cc1cccc(NC(=O)CC2SC(=O)N(c3ccccc3)C2=O)c1 (stereo unspecified)	-11	-26	-16	-6	-4	10	-19	-64	-18	-9	-11
NS(=O)(=O)c1ccc(S(=O)(=O)N(CCc2ccccc2)Cc2ccccn2)cc1	5	-17	-7	3	3	8	0	-9	-7	0	5
Cc1ccc(C(=O)NCCN2CCOCC2)cc1	-2	-44	-7	10	-1	2	-1	-5	-1	-12	1
Nc1[nH]c(C(=O)c2ccccc2)c(-c2ccccc2C(F)(F)F)c1C(=O)NCCc1c[nH]c2ccccc12	-5	-14	/	20	/	36	-5	17	-3	-8	/
COc1ccc(N2CCN(c3oc(-c4ccco4)nc3C#N)CC2)cc1	-10	8	-5	-27	2	4	3	27	-9	9	-9
CC1(C)CC(=O)c2cc(C(=O)NC3CCSC3=O)c(=O)n(-c3ccccc3)c2C1 (stereo unspecified)	1	-3	-10	-9	-6	-2	1	-6	6	1	2
O=C(NC(=S)Nc1ccccc1N1CCCC1)c1ccc([N+](=O)[O-])cc1	-6	27	-3	-3	2	17	-6	-4	9	-5	-19
Cc1cc(C)c(NC(=O)CNC(=O)CSc2nnc(N)s2)c(C)c1	17	5	-20	-3	-2	1	-3	-11	8	6	-7
C=CCN(CC=C)C(=O)c1cccc(OC2CCN(CC(C)(C)C)CC2)c1	1	6	-2	10	10	-6	-3	5	3	1	-3
O=C(Nc1ccc(N2C(=O)C3C4C=CC(C4)C3C2=O)cc1)Nc1nncs1 (stereo unspecified)	-15	-2	6	-35	-12	5	-6	-5	0	2	-7
Nc1c(N=Nc2ccccc2F)c(=O)[nH]n1-c1ccccc1	-30	-46	-60	21	-2	-2	-5	/	-56	-8	-62
Cc1ccc(-n2nc3ccc(N)cc3n2)c(C)c1	22	51	-15	87*	1	-11	-1	-9	-41	-5	-21
COC(=O)c1ccc(COc2cccc3c2CCN(Cc2cccc(C)c2)C3=O)o1	38*	-1	8	55*	5	-2	3	38	-9	-9	-2
COC(=O)c1cn(C(=O)c2cc(OC)c(OC)c(OC)c2)c2ccccc12	-6	-25	-3	2	4	8	1	-7	5	-3	-17
O=C(NCc1ccc(F)cc1)c1cc(C2CCCN(C(=O)c3ccccn3)C2)on1 (stereo unspecified)	-13	7	-20	-18	/	2	6	-4	18	6	-5
CCN1CCN(c2ccc(NC(=O)COc3ccccc3Cl)cc2)CC1	15	-22	-1	5	1	-4	-9	0	-3	-7	-26
CCCn1nc2cc(C(=O)NCc3ccc(OC)cc3)ccc2c1OCC	8	-5	-1	-18	-12	-2	-2	-9	-7	-2	-14
CCCc1cc(=O)[nH]c(Nc2ccc(O)cc2)n1	1	0	-6	-2	4	-4	-8	1	-15	3	-7
Cc1cc(C)cc(-c2nnc(SCC(=O)NCC3CCCO3)o2)c1 (stereo unspecified)	4	3	-4	-1	3	-5	9	-20	9	0	-8
O=C(ONC1=NCCCCC1)c1ccc(Cl)cc1	-12	-18	-4	-94	-11	1	-8	-12	12	0	-16
CCOC(=O)CSc1ccc2nnc(-c3ccncc3)n2n1	1	-18	0	1	-1	-2	-2	-3	5	1	-12
Cc1csc(NC(=O)CCC(=O)N(CC(=O)NC2CCCC2)Cc2ccco2)n1	-15	11	17	-3	1	0	-1	2	1	-3	-18
CCn1cc(CN2CCC(n3nccc3NC(=O)CCOc3ccccc3)CC2)cn1	-16	6	11	-68	6	3	-2	-3	3	-1	-14
Nc1cc(Cl)ccc1C(=O)OCC(=O)NC1CCCCC1	6	-29	-12	-14	-6	12	-4	-5	-2	0	-41
CCOC(=O)C1CCCN(C(=O)c2cccc(S(=O)(=O)NCc3ccccc3)c2)C1 (stereo unspecified)	-2	-10	-3	16	-3	5	-3	-7	31	-8	9
CCOCCc1nnc(NC(=O)C(CC)c2ccccc2)s1 (stereo unspecified)	11	-8	-3	2	3	-3	4	-3	17	4	8
CC(C)(O)[C@@H]1[C@@H]2C[C@@]3(CC[C@]4(C)C(CCC5[C@@]6(C)CC[C@H](O)C(C)(C)C6CC[C@]54C)[C@@H]13)C(=O)O2 (stereo partly specified)	/	/	5	-10	/	1	-2	-18	0	-11	0
CC1(C)C2CCC(C2)C1(C)NC(=O)C[N+](C)(C)C (stereo unspecified)	9	10	9	-2	-1	-6	1	-12	-5	-6	5
CNCCCOc1ccc(C)cc1OC	8	-26	-2	5	-3	-1	57*	-2	15	-11	-1
COc1cc(C2C(C#N)=C(N)OC3=C2C(=O)CC(C)(C)C3)c([N+](=O)[O-])cc1OC (stereo unspecified)	-5	18	7	-13	0	-1	-14	3	5	-2	12
FC(F)(F)c1ccccc1NC1=NCCC1	-5	5	12	45	-2	-1	-4	11	-10	-5	-10
COc1ccc(S(=O)(=O)N2CCOCC2)cc1NC(=O)c1cc(C)oc1C	6	7	-1	2	6	8	16	5	-12	1	-11
Cc1cc(Cl)ccc1OCC(=O)NNC(=O)c1ccco1	-8	-25	-13	3	5	-1	6	-18	-26	-4	-19
COc1ccc(CCNC(=O)C(=O)NCC2OCCN2C(=O)c2ccc(Cl)cc2)cc1 (stereo unspecified)	9	-11	2	-12	-10	38	-7	2	10	-13	22
O=C1CC(N2CCC(c3nc4ccccc4[nH]3)CC2)C(=O)N1c1ccccc1F (stereo unspecified)	4	-6	9	2	0	0	8	-24	13	7	7
CC(=O)c1ccc(OCc2cc(=O)n3ccsc3n2)cc1	-24	-31	-49	4	4	-5	-3	-18	-89	7	-63
Cc1cccnc1NC(=O)CCCNC(=O)c1ccc(Cl)cc1	-24	1	16	3	3	7	-1	-3	-7	-9	2
CC(=O)c1cccc(NC(=O)NC(C)c2ccncc2)c1 (stereo unspecified)	-10	10	12	-9	-4	-3	12	-20	10	-4	-1
COc1cc(C2C(C#N)=C(N)OC3=C2C(=O)CCC3)ccc1OC(=O)N1CCOCC1 (stereo unspecified)	-6	1	15	-9	-2	2	2	-12	-3	-3	6
COc1ccccc1CCNC(=O)/C(=C/c1cccnc1)NC(=O)c1ccccc1	5	7	14	2	-2	-10	3	-2	-1	0	6
Cc1ccc(C(=O)N2CCN(S(=O)(=O)N3CCCCCC3)CC2)cc1	9	3	-7	7	-2	1	-9	6	-4	-4	-7
Cc1cccc2sc(NC(=O)CN3C(=O)NC4(CCCC4)C3=O)nc12	6	-6	0	-2	-16	1	-2	-2	11	-9	12
Cc1ccc(S(=O)(=O)N2C(c3cccc(Cl)c3)CC=C(C(=O)O)C2c2cccc(Cl)c2)cc1 (stereo unspecified)	20	3	/	/	/	0	-10	/	-20	5	/
CC1CCCCN1CC(=O)c1c[nH]c2ccccc12 (stereo unspecified)	-7	-31	-16	5	-11	-12	-3	13	7	-3	14
O=C1NC[C@H](Cc2ccc(O)cc2)N(C[C@H]2CCCN2C[C@H](Cc2ccccc2)N2C[C@H](Cc3ccccc3)N(CCc3ccccc3)C(=O)C2=O)C1=O	-13	-12	-24	-8	/	-3	3	7	-8	-12	-11
O=C(O)c1c2c(nc3ccc(S(=O)(=O)N4CCC(C(=O)N5CCCCC5)CC4)cc13)CCCC2	-4	-20	-38	-17	2	-4	1	7	-17	-3	-11
Cc1ccc(S(=O)(=O)N2CCN(C(=O)N3CCOCC3)CC2)cc1C	-1	-20	10	-15	-15	18	3	7	-11	0	23
Cc1cccc(NC(=S)NC2CC3CCCC(C2)N3CC(C)C)c1C (stereo unspecified)	2	-5	6	-40	-4	3	1	-14	0	6	-24
COCc1cc(=O)n2[nH]c(C)c(-c3ccc(Cl)cc3)c2n1	10	11	-1	24	-2	5	-3	0	-3	1	-14
O=C(/C=C/c1ccc(Cl)cc1Cl)NC(=S)Nc1ccc(CN2CCOCC2)cc1	13	-11	7	-29	-9	2	-3	7	11	-18	-5
CC1(C)Cc2cccc(OCC(=O)N3CCN(S(=O)(=O)c4ccccc4)CC3)c2O1	-8	12	13	5	0	-2	1	-10	12	3	-18
Cc1cc(C(=O)Nc2sc(C)c(C)c2C#N)no1	-12	-19	-53	-6	-2	22	0	-44	-70	-7	-35
C=C(C)CSc1nc2sc3c(c2c(=O)n1C1CCCCC1)CCN(C)C3	-6	-2	7	4	7	0	-9	16	3	-4	-110
COc1ccc(N2CCN(C(C)C(=O)Nc3nnc(C)s3)CC2)cc1 (stereo unspecified)	4	11	-16	10	-2	-2	-3	-6	3	-14	-1
COc1cccc(C(c2nnnn2C2CCCCC2)N2CCN(C/C=C/c3ccccc3)CC2)c1OC (stereo unspecified)	18	12	6	9	/	5	11	16	22	-10	8
CCOc1ncccc1C(=O)NCCc1ccc(S(N)(=O)=O)cc1	-18	0	0	-1	2	-10	-3	-11	8	-10	15
O=C(c1ccco1)N1CCN(Cc2ccc(Br)cc2)CC1	2	8	4	2	6	5	5	0	21	-15	3
Cc1cc(C)nc(SCc2nnc(SCC(=O)Nc3ccc(C)c(C)c3)o2)n1	1	-30	2	-6	4	-7	-8	-5	2	-2	6
C/C(CCC(C)C)=N\NC(=S)Nc1cc(S(=O)(=O)N2CCOCC2)ccc1N1CCOCC1	-12	-37	-7	-2	-16	-2	-11	-10	11	5	2
Cn1cc(CC(=O)NCCN2CCOCC2)c2ccccc21	19	-6	3	-26	4	-1	-2	-35	-1	-8	-9
Cc1ccc(S(=O)(=O)Nc2cccc(C(=O)N3CCOCC3)c2)cc1	0	-2	15	15	1	-7	-8	16	10	2	-4
Cc1ccccc1C1CC(c2ccccc2)Nc2ncnn21 (stereo unspecified)	-2	-30	2	-13	-4	0	-2	-10	15	-2	-1

These rows are one share of the data; count on the stated rates, not on these rows.
